# Compound activity (PubChem)
# KB-V1 cytotox – kills drug-selected multidrug resistant KB-V1 cells | KB-V1 MDR cells viability, CellTiter-Glo, 72 h | Potency, µM (doses to about 46.1 µM), without a hit: top-dose activity change, negative = cytotoxicity, most hits filed as cytotoxic | 400,000 compounds, 3.4% hits; note: % is set by controls: 0 for no effect and ±100 for the full control effect; nearly all actives have a fitted effect of over 60% in size
#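 Readout: CellTiter-Glo luminescence, 10 min after addition. Cells: KB-V1 MDR subline, 72 h at 37 degrees C with compound. Analysis: corrected, normalized data fitted to concentration-effect curves.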
# GLP1R cytotox – cytotoxic in the GLP-1 receptor inverse agonist counter-screen. Potency, µM (titrated, usually from 38.3 µM), without a hit: at the top dose activity change, negative = inhibition, usual class: inhibitors. 410,000 compounds, 0.13% hits. HEK293 cAMP-luciferase reporter cells, luminescence, 24 h;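 note: loss of luciferase light is scored as toxicity; % is set by controls: 0 for no effect and ±100 for the full control effect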
#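 MLSMR compounds, 24 hr on cells at 37 deg C/5% CO2; luminescence after luciferase reagent (12 min RT). Inhibition counted as the undesired cytotoxic outcome.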
# SW480 rerep – DNA re-replication induction in SW480 cells | Potency, µM (titrated, usually from 46.1 µM), inactives show at the top dose re-replication activation, hits mostly activators | 340,000 compounds, 1.8% hits | SW480 DNA re-replication, Hoechst DNA content imaging, 48 h; note: % of control where 0% means no effect; nearly all actives have a fitted effect of over 55% in size
#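 SW480 cells exposed to compounds for 48 hr at 37 C, 5% CO2, then Hoechst-stained 40 min. Nuclear DNA content imaged by fluorescence scanning (405 nm excitation, 500-530 nm emission); re-replication scored as increased high-intensity nuclei.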
# KB-3-1 cytotox – KB-3-1 parental cell cytotoxicity; 400,000 compounds, 1.4% hits; Potency, µM (doses to about 46.1 µM), inactives show at the highest dose activity change, negative = cytotoxic, usual class: cytotoxic; AID 1347075; KB-3-1 viability, CellTiter-Glo ATP luminescence, 72 h; note: % is set by controls: 0 for no effect and ±100 for the full control effect; nearly all actives have a fitted effect of over 60% in size
#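 Using CellTiter-Glo luminescence, growth of non-resistant KB-3-1 adenocarcinoma cells is assessed 72 h after pin-tool compound addition at 37 °C. Normalized responses across the concentration series yield fitted curves.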
# HT1080-NT tox – kills 2HG-producing HT-1080-NT fibrosarcoma cells; HT-1080-NT fibrosarcoma viability, CellTiter-Glo ATP luminescence, 48 h; 360,000 compounds, 1.6% hits; AID 686970; Potency, µM (top dose mostly 46.1 µM), without a hit: at the highest dose activity, negative = less viability, usual class: cytotoxic;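 note: NT is the 2HG producing partner of a matched IDH1 knockdown line; 0% = DMSO-treated cells and -100% = media-only wells without cells; nearly all actives have a fitted effect of over 55% in size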
#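 HT-1080-NT fibrosarcoma cells (2HG-overproducing), 750 cells/well in RPMI with 5% FBS, dosed after 2 h and incubated 48 h at 37C. CellTiter-Glo luminescence normalized to DMSO and no-cell wells; concentration-response curves fitted and classed.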
# GLP-1R agonist – agonists of human GLP-1 receptor. Potency, µM (top dose mostly 45.6 µM), for the others: top-dose activation, usual class: activators. HEK293 GLP-1R CRE-luciferase, luminescence, 4-6 h; cells express a hypersensitive GLP-1R form. 380,000 compounds, 0.007% hits. P43220. AID 624172; note: % of control where 0% means no effect
# Target sequence (P43220 whole entry, looked up): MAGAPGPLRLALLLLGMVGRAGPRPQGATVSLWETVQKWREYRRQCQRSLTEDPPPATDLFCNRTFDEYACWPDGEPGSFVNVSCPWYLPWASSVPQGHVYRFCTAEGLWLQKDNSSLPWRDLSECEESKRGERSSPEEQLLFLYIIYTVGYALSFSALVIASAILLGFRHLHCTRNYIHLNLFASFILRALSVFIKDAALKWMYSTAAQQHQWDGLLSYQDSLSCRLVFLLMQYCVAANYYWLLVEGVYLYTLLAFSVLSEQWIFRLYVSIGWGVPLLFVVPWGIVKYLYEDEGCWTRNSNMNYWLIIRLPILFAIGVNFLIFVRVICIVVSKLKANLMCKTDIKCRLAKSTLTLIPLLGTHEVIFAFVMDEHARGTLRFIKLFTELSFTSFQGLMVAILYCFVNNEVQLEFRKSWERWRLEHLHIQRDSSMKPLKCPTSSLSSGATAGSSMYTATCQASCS
# TDP43 rescue – rescues yeast growth from TDP-43 toxicity | TDP-43 expressing yeast growth rescue, BacTiter-Glo, 24 h | Potency, µM (series often up to 46.1 µM), without a hit: at the highest dose growth rescue (activation), hits mostly activators | 410,000 compounds, 1.8% hits; note: % of control where 0% means no effect; nearly all actives have a fitted effect of over 50% in size
#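 Galactose-induced TDP-43 yeast, OD600=0.02, compound pinned; 24 hr, 30 deg C; BacTiter-Glo luminescence for growth. Inhibitors of TDP-43 toxicity read as activators.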
# HT1080 IDH1KD tx – toxicity to HT-1080 IDH1 knockdown cells (counter line) | HT-1080 IDH1 knockdown viability, ATP luminescence, 48 h | Potency, µM (series often up to 46.1 µM), for the others: at the top dose activity, negative = toxicity, usual class: cytotoxic | 360,000 compounds, 2% hits;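 note: 0% = DMSO wells and -100% = cell-free medium wells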
#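 Assay cells: HT-1080 with IDH1 knockdown, 750 per well, RPMI/5% FBS. Exposure: 48 h at 37 °C following 2 h pre-incubation. Read: CellTiter-Glo luminescence; fitted concentration-response, curve class assigned.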
# GLP-1R inv ag – acts as inverse agonist at human GLP-1 receptor. HEK293 GLP-1R CRE-luciferase, luminescence, 24 h; GLP-1R form is constitutively active. P43220. Potency, µM (doses to about 38.3 µM), for the others: top-dose activity change, negative = inhibition, most hits filed as inhibitors. 410,000 compounds, 1.6% hits; note: % is set by controls: 0 for no effect and ±100 for the full control effect; nearly all actives have a fitted effect of over 55% in size
#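 Inverse agonism was detected as reduced cAMP-driven luciferase luminescence after 24 h compound treatment. The cells were HEK293 clones expressing constitutively active human GLP-1R with the reporter. Reporter-only and GPR119 cell lines served as counterscreen controls.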
# The depositor's hits bear a star; u = inconclusive; x = no result given; & = joins results of further samples; [ ] = another dose, or the depositor's remark. Calls come from the whole dose curve; as a rule, active = well fitted curve in the direction sought with a large enough effect; inconclusive = small, poorly fitted or top-dose-only effect, or another doubt; inactive = no such curve, though single readings can be large; an effect the other way counts as inactive or inconclusive. Potency is the fitted concentration of half-maximal effect.
structure,KB-V1 cytotox,GLP1R cytotox,SW480 rerep,KB-3-1 cytotox,HT1080-NT tox,GLP-1R agonist,TDP43 rescue,HT1080 IDH1KD tx,GLP-1R inv ag
CC(C)(C)c1ccc(OCCC(=O)OCC(=O)N2c3ccccc3NC(=O)C2(C)C)cc1,-2.1%,4.5%,-1.2%,1.0%,5.2%,0.3%,22.8%,4.2%,3.7%
CC[C@]12C(=O)N(C)C[C@H]([C@@H]3C(=O)N(Cc4ccccc4)C(=O)[C@@H]31)N2C(=O)c1ccc(C(F)(F)F)cc1,-1.1%,u,12.7%,6.1%,20.0%,5.7%,-4.5%,6.7%,11.7%
CCOC(=O)C1=C(C)N(c2ccccc2)C(=O)NC1c1cccc([N+](=O)[O-])c1 (stereo not given),20.6µM*,-17.7%,-7.2%,6.5%,0.2%,10.0%,14.3%,-3.5%,-5.8%
COc1ccc(CCN(C)C(=O)c2ccc(COc3ccccc3)o2)cc1OC,0.0%,-2.2%,-7.0%,-1.8%,-16.8%,22.0%,29.6%,-13.5%,149.3%[activator]
Cc1cc(C)c2c(CC(=O)N(Cc3ccccc3)C3CCS(=O)(=O)C3)coc2c1 (stereo not given),u,0.4%,x,-0.5%,x,x,2.4%,x,-20.8%
O=c1cc[nH]c2cccc(Cc3ccccc3)c12,6.4%,u,0.9%,-8.3%,-10.1%,-6.2%,-7.0%,-14.4%,7.1%
CCCOC(=O)c1ccc(NC(=O)CCC(=O)OCC)cc1,19.5%,-7.5%,12.3%,-1.6%,0.3%,0.1%,0.0%,-6.2%,0.0%
O=C(Nc1ccc(COc2ccccc2)cc1)Nc1cccc(C(=O)O)c1,3.8%,-7.1%,6.2%,-1.6%,-10.3%,-2.3%,13.4%,0.0%,-18.0%
Cn1c(=O)n(Cc2ccc(F)cc2)c(=O)c2c1nc1n2CCCN1C1CCCCC1,0.0%,7.7%,-11.2%,u,6.9%,6.3%,-3.1%,4.3%,u
O=S(=O)(c1ccc2ccccc2c1)N1CCC(c2nc(-c3ccncc3)no2)CC1,u,4.6%,x,-6.8%,-0.8%,-6.8%,-15.8%,-2.8%,-2.2%
CCOc1ccc(CN(C(=O)c2oc3cc(C)ccc3c2C)C2CCS(=O)(=O)C2)cc1 (stereo not given),u,-19.5%,20.6µM*,u,u,16.8%,-11.1%,u,u
COc1ccc(C)cc1S(=O)(=O)Nc1ccc2c(c1)N(C(C)=O)CCC2,-1.7%,0.2%,3.0%,-1.0%,2.1%,8.7%,8.2%,-4.4%,10.3%
COC(=O)[C@]12CCCCC=C1N(Cc1ccc3c(c1)OCO3)C(=O)[C@H](CC(=O)NCC1CCCCC1)C2,u,-5.5%,x,0.5%,-24.0%,x,26.4%,-12.4%,u
O=C(Nc1ccc(Br)cn1)c1cccc(C(=O)Nc2ccc(Br)cn2)c1,-12.9%,2.3%,u,4.1%,-3.8%,3.4%,9.9%,-4.3%,-10.3%
O=C(Nc1ccccc1Cl)c1cc(C2CCCCN2C(=O)OCCF)on1 (stereo not given),-3.5%,2.0%,x,-0.1%,3.9%,10.1%,u,-1.7%,-19.8%
CC(C)CCNC(=O)c1ccc(Cn2c(=S)[nH]c3ccccc3c2=O)cc1,0.4%,-0.4%,6.3%,-0.9%,2.9%,14.3%,-12.8%,2.1%,-3.1%
CSc1ccc(CNC(=O)CCn2ccc3cc(S(=O)(=O)N4CCCC4)ccc32)cc1,u,1.2%&-5.3%,u,u,-19.9%,-0.8%,7.7%&22.2%,-12.9%,u
O=C(N/N=C/c1cccc(Cl)c1)c1c(O)c2c([nH]c1=O)CCCC2,-17.2%,-8.2%,4.3%,-16.6%,24.9%,5.6%,-12.9%,-6.3%,35.0%
CSc1n[nH]c(NCc2cccs2)n1,7.8%,10.6%,-14.3%,3.0%,5.5%,-10.1%,-19.3%,7.7%,66.9%[activator]
CCc1ccc(N(CC(=O)N2CCCC2)S(C)(=O)=O)cc1,-13.0%,-4.4%,x,1.8%,-7.3%,12.8%,12.1%,-5.9%,-12.7%
CC(=O)Oc1cccc(/C=C2\Sc3ccccc3C2=O)c1,u,7.8%,u,-2.3%,-4.6%,15.0%,6.6%,-7.0%,-22.0%
CCC(CO)n1c(=S)[nH]c2cc(OC)c(OC)cc2c1=O (stereo not given),-9.2%,0.1%,18.7%,-7.7%,-5.7%,7.5%,20.5%,-14.0%,-14.5%
N#C/C(=N\Nc1ccc(F)cc1)C(=O)C1CC1,1.2%,u,22.0%,-22.2%,-10.3%,3.7%,u,-10.4%,-9.5%
Cn1c(CNC(=O)C2CCC(=O)N(CCc3cccc(F)c3)C2)nc2ccccc21 (stereo not given),u,-5.8%,-21.1%,-0.7%,1.0%,0.6%,3.6%,6.1%,2.2%
O=C(CSc1nnc(NC(=O)c2ccco2)s1)NC1CCCCC1,23.1µM*,0.2%,-2.4%,1.0%,2.1%,-4.5%,17.9%,-1.9%,-3.3%

# Two compounds drawn at random from the list so far:
structure,KB-V1 cytotox,GLP1R cytotox,SW480 rerep,KB-3-1 cytotox,HT1080-NT tox,GLP-1R agonist,TDP43 rescue,HT1080 IDH1KD tx,GLP-1R inv ag
CC(C)(C)c1ccc(OCCC(=O)OCC(=O)N2c3ccccc3NC(=O)C2(C)C)cc1,-2.1%,4.5%,-1.2%,1.0%,5.2%,0.3%,22.8%,4.2%,3.7%
O=C(Nc1ccccc1Cl)c1cc(C2CCCCN2C(=O)OCCF)on1 (stereo not given),-3.5%,2.0%,x,-0.1%,3.9%,10.1%,u,-1.7%,-19.8%

# The listing continues:
structure,KB-V1 cytotox,GLP1R cytotox,SW480 rerep,KB-3-1 cytotox,HT1080-NT tox,GLP-1R agonist,TDP43 rescue,HT1080 IDH1KD tx,GLP-1R inv ag
Cc1occc1-c1nnc(SCC(=O)Nc2nccs2)n1CCc1ccccc1,u,-14.4%,-38.6%[inhibitor],-14.8%,-18.6%,2.8%,0.8%,-3.8%,u
CCOC(=O)c1cccc(NC(=O)Cn2c(CC(=O)NC)nc3ccccc32)c1,21.1%,-8.4%,-8.7%,-3.3%,7.9%,-11.6%,-10.3%,3.8%,0.3%
N#CC1=C(N)Oc2nc[nH]c(=O)c2C1c1cccs1 (stereo not given),1.3%,-0.5%,-4.5%,-0.5%,11.9%,0.2%,14.8%,u,2.2%
O=C(N/N=C\c1cc([N+](=O)[O-])ccc1N1CCOCC1)c1ccccn1,4.7%,9.7%,u,20.8%,19.6%,5.6%,8.0%,1.4%,70.8%[activator]
CCn1nc(C)c(CN2CCC(n3nccc3NC(=O)c3ccc4c(c3)OCO4)CC2)c1C,7.5%,-5.5%,-9.9%,0.2%,3.8%,-4.9%,2.4%,9.2%,2.3%
CCOC(Cn1ccc(=O)[nH]c1=O)OCC,u,2.3%,-3.6%,1.0%,-1.0%,-3.1%,6.8%,-0.7%,1.2%
CCOC(=O)C(=Nc1ccccc1)NO,14.3%,4.5%,-0.9%,7.3%,19.2%,-3.5%,-5.0%,16.4%,0.8%
Cc1cc(=O)oc2cc(OCC(=O)N3CCCc4ccccc43)ccc12,-9.1%,-16.3%,1.1%[9.22 µM],-2.7%,-11.3%,2.3%,6.7%,-1.2%,3.5%
CCCN(CCC)C(=O)CC(c1ccccc1)C1CCOC(C)(C)C1 (stereo not given),5.5%,1.4%,-2.4%,-9.0%,5.5%,3.5%,-1.3%,-1.8%,-27.7%
Cc1ccc(N2C(=O)c3cccc([N+](=O)[O-])c3C2=O)cc1C,5.3%,-3.0%,-1.0%,3.3%,21.3%,0.4%,12.6µM*,16.5%,20.8%
c1ccc(CCn2c3ccccc3c3nnc(SCc4ccc5nonc5c4)nc32)cc1,u,-11.2%,u,2.9%,u,3.4%,-8.3%,7.08µM*,0.0%
O=C(CSc1nncn1-c1cccnc1)N(c1ccccc1)c1ccccc1,1.6%,4.1%,-0.7%,10.0%,17.1%,9.2%,-7.7%,2.9%,10.8%
Cc1cccc(NC(=O)CSc2ccc(-c3sc(-c4ccccc4)nc3C)nn2)c1C,-4.3%,3.1%,x,16.7%,x,x,16.6%,x,1.0%
CCC(=O)c1cc2c(C)cc(=O)oc2c(C)c1OC(=O)C(C)C,u,5.9%[1.53 µM],-10.6%,u,2.9%,5.2%,-9.0%,-0.6%,11.0%
O=C(N/N=C/c1c[nH]c2ccccc12)c1cccc(Cl)c1,u,-2.0%,-21.8%,0.4%,2.1%,21.1%,13.5%,5.0%,u
Cc1cc(N=Nc2ccc(C)c(N=Nc3cc(C)c(N)cc3N)c2)c(N)cc1N,u,-1.4%,-5.8%,-2.3%&0.0%,-17.5%,14.8%,-66.6%[inhibitor],-16.3%,u
Cc1ccc(OCc2cc(C(=O)NC(C)Cc3cccc(C)n3)no2)cn1 (stereo not given),u,0.4%,u,u,-2.6%,6.3%,-25.9%,-0.1%,1.1%
O=C(COC(=O)C1CCCO1)Nc1cccc(C(F)(F)F)c1 (stereo not given),u,24.6%,u,2.2%,-3.7%,2.7%,-1.3%,-2.5%,8.8%
CC(C)CCNC(=O)CCc1nnc2n(CCCOC(C)C)c(=O)c3ccccc3n12,-9.2%,-1.2%,-0.6%,7.3%,6.2%,-0.4%,1.5%,13.0%,9.1%
COc1cccc(CN(C)C(=O)c2cc(-c3ccc(F)cc3)nc3ccccc23)c1,u,-25.5%,4.5%,0.0%,-8.3%,-13.6%,18.8%,-5.3%,u
Cc1nc2cccnc2n1-c1cccc(C(=O)NCCc2ccc(Cl)cc2)c1,-27.7%,4.9%,x,6.6%,x,x,8.0%,x,3.7%
CC(C)c1ccc(NC(=S)N2CCN(C)CC2)cc1,-4.8%,12.3%,1.1%,-4.1%,0.2%,-1.7%,14.4%,-0.8%,-39.6%
CN(C)Cc1ccccc1Sc1ccc2c(c1)CCCC2,-21.3%,-9.4%,u,-14.3%,u,19.0%,-14.1%,u,u

# This is a random part of the collection, and some 9.4% of all compounds hit somewhere here.
